# ELG1 genotox – induces genotoxicity in HEK293T cells with luciferase-tagged ELG1; 1.3% of 330,000 active; HEK293T ELG1-luciferase reporter, luminescence, 16 h; Potency, µM (titrated, usually from 46 µM), without a hit: at the highest dose activity change, positive = activation, hits mostly activators; also: % of control where 0% means no effect; nearly all actives have a fitted effect of over 60% in size
#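 Quantitative HTS format in 1536-well plates. HEK293T ELG1-luciferase reporter cells receive test compound and are incubated 16 hr at 37 °C, 5% CO2; ONE-Glo added, 30 min room temperature, then luminescence read.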
# p53 reactivation – re-activators of mutant p53; H1299 p53-A138V BP100-luciferase reporter, luminescence, 24 h; Potency, µM (series often up to 92.2 µM), inactives show top-dose activity change, positive = activation, hits mostly activators; 0.063% of 320,000 active; AID 504706; also: % of control where 0% means no effect; nearly all actives have a fitted effect of over 45% in size
#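 H1299 (p53-null), stable ts p53-A138V + BP100-Luc; 1000 cells/well, Opti-MEM/10% FBS; cpd 4 pt, 1:5; 24 h, 37 deg C, 5% CO2; detection reagent 10 min RT; luminescence.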
# FLuc modulator – firefly luciferase modulation, counter-screen for miR-21 project; P08659; Potency, µM (highest dose often 57.5 µM), without a hit: at the top dose activity change, negative = inhibition, actives largely listed as inhibitors; AID 588342; purified FLuc, Km substrates, luminescence inhibition; 6.9% of 360,000 active;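 also: plate controls were vehicle for no effect and reference inhibitor for full effect; nearly all actives have a fitted effect of over 55% in size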
#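 Biochemical qHTS of compounds, final roughly 60 µM downward over six points, against 10 nM purified firefly luciferase using Km concentrations of substrates (10 uM D-luciferin, 10 uM ATP) in Tris acetate pH 7.5 buffer; luminescence output.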
# Gal4-VP16 FLuc – inhibits Gal4-VP16 luciferase reporter, ROR gamma counter-screen; Drosophila S2 Gal4-VP16 UAS-luciferase, luminescence, 20 h; AID 2546; Potency, µM (doses to about 53.6 µM), for the others: at the top dose activity, negative = inhibition, usual class: inhibitors; 3.5% of 310,000 active;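 also: Gal4-VP16 expression switched on by copper sulfate through the metallothionein promoter; % is scaled to controls: 0 for no effect and ±100 for the full control effect; nearly all actives have a fitted effect of over 50% in size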
# Rab9 promoter act – activates the Rab9 promoter | Huh7 Rab9 promoter-luciferase reporter, luminescence, 24 h | Potency, µM (highest dose often 9.22 µM), inactives show at the highest dose activation, negative = inhibition, actives largely listed as activators | 2.8% of 320,000 active | AID 485297; also: % of control where 0% means no effect; nearly all actives have a fitted effect of over 60% in size
#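 Using Huh7 cells stably transfected with Rab9 promoter–luciferase, compounds were incubated 24 h at 37 °C, 5% CO2; luciferase luminescence was read 10 min after reagent addition.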
# RORg inh – blocks mouse ROR gamma transcriptional activity; Potency, µM (titrated, usually from 53.6 µM), without a hit: top-dose activity change, negative = inhibition, hits mostly inhibitors; 5.4% of 310,000 active; Drosophila S2 Gal4-RORgamma UAS-luciferase reporter, 20 h; also: % is scaled to controls: 0 for no effect and ±100 for the full control effect; nearly all actives have a fitted effect of over 60% in size
# Target sequence (P51450 whole entry, looked up, the tested form may be a part): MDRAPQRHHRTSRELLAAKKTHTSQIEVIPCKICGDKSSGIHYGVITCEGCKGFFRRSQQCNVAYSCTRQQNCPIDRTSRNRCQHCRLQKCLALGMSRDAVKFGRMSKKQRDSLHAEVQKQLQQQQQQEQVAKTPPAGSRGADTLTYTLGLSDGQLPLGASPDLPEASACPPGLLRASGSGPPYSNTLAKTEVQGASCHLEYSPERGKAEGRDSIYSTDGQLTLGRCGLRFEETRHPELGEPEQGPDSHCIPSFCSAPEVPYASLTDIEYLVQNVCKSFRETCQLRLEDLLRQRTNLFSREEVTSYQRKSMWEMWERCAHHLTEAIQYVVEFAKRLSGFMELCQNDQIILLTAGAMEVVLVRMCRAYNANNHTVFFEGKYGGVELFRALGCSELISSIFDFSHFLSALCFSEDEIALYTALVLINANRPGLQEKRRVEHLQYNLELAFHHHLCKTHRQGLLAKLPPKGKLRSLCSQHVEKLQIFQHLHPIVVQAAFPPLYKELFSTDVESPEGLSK
#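 Drosophila S2 cells stably expressing Gal4-DBD/mouse RORγ fusion under metallothionein promoter plus UAS-luciferase; compound 1 h, then 700 uM CuSO4 induction for 20 h at ambient temperature; inhibition read as reduced luminescence.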
# MBNL1 CUG block – MBNL1-poly(CUG) RNA binding inhibition. Potency, µM (series often up to 57.5 µM), for the others: at the highest dose activity change, negative = inhibition, usual class: inhibitors. Q9NR56. TR-FRET MBNL1-His/biotin-(CUG)12 binding, 665/545 ratio. 0.036% of 280,000 active; active = well fitted inhibition curve with a large enough effect in the signal ratio, with a control signal flat, not every such curve was filed as active; inconclusive = small, poorly fitted or top-dose-only effect, or effect the other way, or a change in a side signal; inactive = no such curve, though single readings can be large or run the other way; the % refers to the signal ratio; also: % is scaled to controls: 0 for no effect and ±100 for the full control effect
# Target sequence (Q9NR56 whole entry, looked up): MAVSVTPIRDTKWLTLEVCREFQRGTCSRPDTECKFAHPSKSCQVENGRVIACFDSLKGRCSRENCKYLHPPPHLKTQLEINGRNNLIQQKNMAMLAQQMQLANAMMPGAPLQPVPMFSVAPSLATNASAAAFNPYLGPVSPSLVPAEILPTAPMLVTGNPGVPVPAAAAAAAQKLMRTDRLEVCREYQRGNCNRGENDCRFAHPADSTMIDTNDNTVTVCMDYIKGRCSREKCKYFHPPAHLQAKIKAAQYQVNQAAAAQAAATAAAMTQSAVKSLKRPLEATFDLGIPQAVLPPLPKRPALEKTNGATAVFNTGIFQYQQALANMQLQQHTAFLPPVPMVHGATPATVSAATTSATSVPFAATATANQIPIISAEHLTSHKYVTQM
#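 MBNL1-His + Biotin-(CUG)12, cpd titration 92 nM–58 uM; Tb anti-His Ab 0.055 ng/ul, SA-XL665 5 nM (final); 60 min RT; ratiometric 665/545 nm, Ex 340 nm; normalized to buffer and full-complex controls.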
# BRCA1 expr up – BRCA1 expression activation; MCF7-BRCA1-FFLuc reporter, luminescence, 48 h; response scale: scaled: vehicle 0%, 10 µM genistein 100%; 1.1% of 380,000 active; Potency, µM (titrated, usually from 46.1 µM), inactives show top-dose activation, usual class: activators; also: nearly all actives have a fitted effect of over 80% in size; some results filed as inactive show a strong effect at the top dose
#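 Compounds are tested at multiple concentrations on MCF7 BRCA1-luciferase reporter cells seeded at 2000 per well; after 48 h, a single luminescence end-point is taken and curves fitted to the normalized data.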
# NPC1 promoter act – NPC1 promoter activation. 2.4% of 320,000 active. Potency, µM (series often up to 9.22 µM), for the others: top-dose activation, most hits filed as activators. AID 485313. Huh7 NPC1 promoter luciferase reporter, 24 h;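 also: % of control where 0% means no effect; nearly all actives have a fitted effect of over 60% in size; reporter is driven by a mutant NPC1 promoter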
#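 Readout is luciferase luminescence, reflecting NPC1 promoter activation in stably transfected Huh7 cells after 24 h compound exposure at 37 °C in reduced-serum medium with 10% FBS.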
# uPA generation – inhibitors of cell surface uPA generation; 0.31% of 330,000 active; cell surface uPA generation assay, qHTS; AID 540303; Potency, µM (doses to about 38.3 µM), for inactives: at the highest dose activity change, negative = inhibition, hits mostly inhibitors; active = well fitted inhibition curve with a large enough effect; inconclusive = small, poorly fitted or top-dose-only effect; inactive = no such curve, though single readings can be large or run the other way; tested in mouse RAW 264.7 cells; also: % is scaled to controls: 0 for no effect and ±100 for the full control effect; nearly all actives have a fitted effect of over 55% in size
# Numbers without * were called inactive; u = inconclusive; x = no result given; [ ] = remark or other dose. Unless noted, calls follow the shape of the dose curve; as a rule, active = well fitted curve in the direction sought with a large enough effect; inconclusive = small, poorly fitted or top-dose-only effect, or another doubt; inactive = no such curve, though single readings can be large; an effect the other way counts as inactive or inconclusive. Potency is read from the fitted curve at half-maximal effect.
# Values run as follows: ELG1 genotox | p53 reactivation | FLuc modulator | Gal4-VP16 FLuc | Rab9 promoter act | RORg inh | MBNL1 CUG block | BRCA1 expr up | NPC1 promoter act | uPA generation
O=C(COC(=O)c1ccc(Cl)c(Cl)c1)NC1CCCC1
    0% | 2% | -8% | -4% | 0%[1.84 µM] | -9% | 0% | 8% | 0% | -13%
CCOC(=O)c1c(C)n(OCc2ccccc2)c2ccc3nonc3c12
    7% | 3% | -3% | -15% | 1% | -28% | 0% | -21% | -1% | u
O=C(Nc1ccc(Cl)cc1)Nc1nnc(CSCc2ccccc2Cl)s1
    -10% | 14% | -1% | -21% | -14% | 17% | 4% | -14% | -7% | 1%
O=C(Nc1ccc(C(=O)N2CCCC2)cc1)c1ccccc1F
    8.2µM* | u | u | 13% | u | u | -2% | 53% | u | x
CCCN1CCN(C(=O)CCCn2c(C)c3cnn(-c4ccccc4)c(=O)c3c2C)CC1
    2% | 3% | -1% | 0% | -1% | 1% | 10% | -17% | 0% | -2%
CC(OC(=O)CCCOc1ccccc1)C(=O)NC(N)=O (stereo unspecified)
    3% | 0% | 3% | -1% | 0% | -11% | 2% | 1% | -1% | -2%
Cc1c(Nc2nc(C(F)(F)F)nc3ccccc23)c(=O)n(-c2ccccc2)n1C
    -8% | -4% | -2% | 0%[10 µM] | -5% | 33% | -3% | -4% | -14% | 4%
COc1ccc(OC)c(NC(=O)Cc2coc3ccc4ccccc4c23)c1
    -8% | -9% | 2% | 3% | -6% | 0% | -3% | -52% | 1% | 9%
O=C(NCCCn1ccnc1)C(=O)NCC1OCCN1S(=O)(=O)c1ccc2c(c1)OCCO2 (stereo unspecified)
    0% | 2% | -1% | 2% | 2% | 15% | -12% | -7% | -2% | -5%
O=C(Cn1nnc(-c2ccc(CN3CCOCC3)cc2)n1)Nc1nc(-c2ccccc2)cs1
    -7% | -4% | -9% | -1% | -2% | 31% | -5% | 2% | 0% | x
CN(C)S(=O)(=O)N(CC(=O)Nc1ccc2ccccc2c1)c1ccccc1
    -8% | -10% | -20% | -11% | -5% | -8% | 5% | -42% | -2% | 5%
Cc1ccc(C(C)NC(=S)NCc2ccc(F)cc2)c(C)c1 (stereo unspecified)
    -14% | 8% | 1% | 4.5µM* | 4% | 2.5µM* | 2% | -56% | -1% | 18%
CN(C)S(=O)(=O)c1ccc2c(c1)c(=O)c(C(=O)NCCCN1CCCCCC1)cn2C
    -2% | 1% | 0% | -12% | -4% | -14% | -14% | -9% | -2% | 15%
COc1ccc(S(=O)(=O)Nc2cccc(S(=O)(=O)N3CCCCC3)c2)cc1
    2% | 1% | x | x | x | x | x | -19% | x | 6%
CC1CN(C(=O)COC(=O)Cc2ccc(Cl)cc2)CC(C)O1 (stereo unspecified)
    0% | 6% | 2% | x | 7% | x | x | 4% | 0% | 10%
Cc1c(NC(=O)C2CCCN2S(=O)(=O)c2ccccc2)c(=O)n(-c2ccccc2)n1C (stereo unspecified)
    -2% | 2% | 7% | -3% | 5% | -40% | -1% | 2% | 14% | -6%
N#C/C(=C\c1cccnc1)C(=O)Nc1ccc(SC(F)F)cc1
    2% | -5% | u | -7% | -2% | -14% | 8% | -4% | 0% | -1%
Cc1ccc(S(=O)(=O)NCC(=O)N(CC(=O)NCc2ccco2)C2CCCC2)cc1
    0% | 5% | 1% | 5% | -1% | 52% | -4% | -14% | 7% | 3%
CC(=O)c1c(C)[nH]c(C(=O)CSc2nnc(-c3ccccc3)o2)c1C
    -14% | -3% | 6% | -6% | -19% | u | 4% | -27% | -6% | -5%
COC(=O)C(NNc1ccccc1)(NC(=O)c1cccc(F)c1)C(F)(F)F (stereo unspecified)
    -1% | 0% | -1% | 0% | -8% | -19% | -2% | -23% | 3% | -1%
Cc1ccc(NC(=O)CSc2nc(-c3ccco3)nc3cc(=O)[nH]n23)c(Cl)c1
    1% | -1% | -8% | -11% | -4% | 28% | 6% | 0% | 0% | u
CC(NCC1(N2CCOCC2)CCCCC1)C(=O)Nc1ccc(Cl)cc1Cl (stereo unspecified)
    -3% | -2% | -4% | 3% | -1% | -1% | 2% | 0% | 0% | -7%
CCN(Cc1ccncc1)Cc1nc(Cc2ccccc2Cl)no1
    -6% | -5% | -1% | -13% | 0% | -2% | -10% | 1% | -8% | -21%
CCOC(=O)C1=C(C)NC(SC)=NC1c1ccccc1 (stereo unspecified)
    -6% | 3% | -13% | 6% | -2% | 26% | 2% | -16% | 4% | -1%
O=C(CN(Cc1ccc(Cl)cc1)C(=O)CNS(=O)(=O)c1ccccc1)NCC1CCCO1 (stereo unspecified)
    2% | -1% | 1% | -13% | -2% | 0% | -2% | -5% | 2% | 7%
COc1ccc(-c2c(C(=O)O)nc3ccccc3c2C(=O)O)cc1
    0% | -2% | 2% | 2% | 0% | -23% | u | 4% | -5% | x
CC1(C)CC(=O)c2cnn(-c3nc4ccccc4[nH]3)c2C1
    -3% | 0% | -2% | u | -13% | 8.9µM* | -18% | -14% | -1% | x
Cn1c2ccccc2c2cc(/C=N/NC(=O)c3ccc(O)cc3O)ccc21
    -3% | -11% | u | u | 6% | u | 4% | 1% | 0% | u
C/C(N)=C(/C#N)C(=O)COC(=O)c1cc(S(=O)(=O)N2CCCCC2)ccc1C
    -3% | -13% | 4% | -3% | -4% | 34% | u | -2% | 0% | 1%
CC(C)CC(COCc1ccc(Cl)cc1)N1CCN(C(=O)c2ccc(C(F)(F)F)cc2)CCC1=O (stereo unspecified)
    -5% | -3% | -19% | 3% | 2% | u | 38%[activator] | -37% | -5% | 0%

# Quoted from the listing.
# Result of CCCN1CCN(C(=O)CCCn2c(C)c3cnn(-c4ccccc4)c(=O)c3c2C)CC1 under Gal4-VP16 FLuc: 0%
# Result of COc1ccc(S(=O)(=O)Nc2cccc(S(=O)(=O)N3CCCCC3)c2)cc1 under p53 reactivation: 1%

# New compounds follow
# Values run as follows: ELG1 genotox | p53 reactivation | FLuc modulator | Gal4-VP16 FLuc | Rab9 promoter act | RORg inh | MBNL1 CUG block | BRCA1 expr up | NPC1 promoter act | uPA generation
CC(C)NC(=O)NC(=O)COC(=O)c1cccc(OC(F)F)c1
    1% | -7% | -3% | -4% | 1% | 14% | -6% | -3% | -4% | -18%
O=C(O)c1ccc(COc2ccc(/C=N/NC(=O)c3cccs3)cc2)cc1
    3% | u | -10% | 15% | -8% | -13% | 8% | 37% | 2% | x
CC1CCCCN1C(=O)c1ccc(NC(=O)c2ccccc2Cl)cc1 (stereo unspecified)
    -3% | 14% | 3% | -3% | 2% | 25% | -2% | 17% | -2% | -6%
CC(C)Cn1cc(Cl)c(=O)n(CC(C)C)c1=O
    -2% | -2% | 2% | -3% | -4% | -3% | 0% | 7% | -11% | -7%
CCOc1nc(C)ccc1-c1noc(-c2ccco2)n1
    u | -6% | -17% | x | u | -1%[0.365 µM] | -3% | 48% | u | 9%
CN(Cc1cc(=O)n2ccsc2n1)C1CCCCC1
    3% | 0% | 0% | 3% | -8% | 5% | 4% | 18% | -7% | 1%
CCOC(=O)C1CCN(Cc2cc(Cl)c3ccccc3c2O)CC1
    -7% | -4% | 2% | u | -11% | -21% | 9% | -60% | 0% | -7%
Cc1cc(/C=C2\C(=N)N3N=CSC3=NC2=O)c(C)n1Cc1ccccc1
    u | 0% | 1.3µM* | u | u | u | 15% | 90% | u | -8%
Cc1ccc(CS(=O)(=O)Cc2ccc(C(=O)NCc3ccccn3)o2)cc1
    -9% | -3% | -1% | u | -3% | -35% | 0% | 0% | 0% | 10%
Clc1ccc(C2=CSC3=Nc4cccc5cccc(c45)N23)cc1
    15% | u | u | -7% | -10% | -41% | 14% | -99% | -35%[inhibitor] | 1%
COc1cccc(OC)c1C(=O)Nc1ccc2c(c1)OCCO2
    -1% | -2% | -1% | -4% | -11% | -6%[10 µM] | -3% | 10% | -2% | 2%
O=C(CN1C(=O)NC2(CCCC2)C1=O)Nc1cc(Cl)ccc1N1CCCC1
    -8% | -3% | 3% | -4% | 0% | 22% | -3% | -13% | -6% | 17%
Nc1cccc2c1C(=O)N(CC(=O)NC13CC4CC(CC(C4)C1)C3)C2=O
    0% | 0% | -2% | -12% | -3% | 8% | 14% | -17% | -1% | 3%
Fc1ccc(-c2ccc(-c3nn4c(-c5ccco5)nnc4s3)o2)cc1
    4% | 11% | 2% | x | 6% | -9%[0.365 µM] | 16% | 27% | 12% | 1%
CC(=O)c1cccc(NC(=S)NC(=O)c2ccccc2C)c1
    0% | -1% | u | -12% | -5% | -1% | 2% | 47% | -6% | 1%
CC(C)(C)CN1CCNC(=O)C1CC(=O)NC1Cc2ccccc2C1 (stereo unspecified)
    1% | 0% | 3% | -6% | -2% | 15% | 8% | 4% | -2% | 7%
O=C(O)c1cccc(Nc2nc3ccccc3nc2NS(=O)(=O)c2ccc(F)cc2)c1
    7% | 4% | x | x | x | x | x | 2% | x | 2%
Cc1[nH]c2ccccc2c1C(C#N)(C#N)C1C(=O)c2ccccc2C1=O
    0% | -9% | u | 1% | 1% | u | u | -3% | 3% | -26%
CC1(C)CC(=O)c2cnc(N3CCN(c4ccccc4)CC3)nc2C1
    -6% | 2% | -13% | -16% | -8% | -4% | -14% | -5% | -4% | 3%
O=C(Nc1nc2ccccc2[nH]1)C1CCC1
    u | -5% | 17µM* | u | 2.8µM* | u | 1% | -10% | u | -15%
CC(C)Oc1ccc(S(=O)(=O)N2CCOCC2)cc1NC(=O)Cc1cccs1
    -1% | -2% | 1% | x | 1% | x | x | -13% | -3% | 3%
